Tn6 DDE FP: DD(E)-Tn6 binding inhibition, primary FP screen | P02675 | Fibrin DD(E) TRITC-Tn6 fluorescence polarization displacement | inhibition, % at 8.3 µM | 370,000 compounds, 0.21% hits;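 active means inhibition above a per-campaign cutoff: mean of compounds within control limits plus 3 SD, cut at about 15% in these data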;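 further: 0% = median of all compound wells on the plate and 100% = blocking peptide control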
UHRF1 MBD2 ctr: UHRF1 methyl-DNA binding inhibition; Q96T88; UHRF1 binding to methylated oligo, TR-FRET; inhibition, % at 4.4 µM; 370,000 compounds, 0.75% hits; AID 687016; in the data active means inhibition above about 21%;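 further: UHRF1 SRA domain binding a hemimethylated CpG hairpin DNA probe; 0% = median of test compound wells and 100% = reference inhibitor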
ARFGAP1 inh: inhibitors of rat ARFGAP1. Arfgap1-stimulated ARF1 GTP hydrolysis, GDP FP detection. inhibition, % at 16.5 µM. 360,000 compounds, 0.26% hits;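 active means inhibition above a per-plate limit, mean inhibition of low control wells plus 3 SD, cut at about 25% in these data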;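 further: 0% = DMSO wells with enzyme and 100% = wells lacking Arfgap1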
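Material – truncated rat Arfgap1 GAP domain · Buffer or medium – HEPES-based buffer, pH 7.5 · Reagent – human ARF1(Δ1-17)-GTP substrate · Dosing – 16.5 µM single point, 1.26% DMSO · Schedule – GTP hydrolysis reaction 2 h at 25 °C · Technique – GDP detection by fluorescence polarization · Benchmarks – No-Arfgap1 wells (100%) versus DMSO full-reaction wells (0%) · Repeats – single replicate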
MBD2 DNA inh: MBD2-methylated oligo binding inhibition; Q9UBB5; TR-FRET, MBD2 binding to methylated oligonucleotide; inhibition, % at 4.4 µM; 370,000 compounds, 0.31% hits; in the data active means inhibition above about 13%
Target sequence (Q9UBB5 whole entry, looked up): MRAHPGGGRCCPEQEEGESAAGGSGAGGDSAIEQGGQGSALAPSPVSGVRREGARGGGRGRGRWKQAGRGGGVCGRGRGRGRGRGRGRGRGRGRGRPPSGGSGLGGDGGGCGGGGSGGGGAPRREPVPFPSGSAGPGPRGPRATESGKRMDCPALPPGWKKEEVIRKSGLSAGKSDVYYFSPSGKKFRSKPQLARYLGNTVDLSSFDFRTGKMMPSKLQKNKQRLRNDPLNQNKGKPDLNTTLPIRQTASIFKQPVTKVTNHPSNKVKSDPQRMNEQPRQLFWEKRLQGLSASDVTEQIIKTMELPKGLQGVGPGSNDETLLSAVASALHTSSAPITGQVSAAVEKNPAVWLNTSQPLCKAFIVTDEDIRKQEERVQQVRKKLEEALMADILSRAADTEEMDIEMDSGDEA
ASAP1 GAP inh: blocks human ASAP1-stimulated Arf1 GTP hydrolysis. Q9ULH1. GDP FP detection. inhibition, % at 16.5 µM. 360,000 compounds, 0.19% hits. AID 624377; in the data active means inhibition above about 25%;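 further: 0% = vehicle with enzyme and substrate and 100% = no enzyme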
PLC-gamma1 inh: inhibitors of human phospholipase C gamma1 | P19174 | inhibition, % at 12.2 µM | AID 720700 | purified PLC-gamma1, fluorogenic substrate, fluorescence | 370,000 compounds, 0.84% hits; in the data active means inhibition above about 9.5%
ADAM17 inh: inhibitors of human ADAM17 | inhibition, % at 6.95 µM | 370,000 compounds, 0.83% hits | recombinant ADAM17, EDANS/DABCYL FRET peptide cleavage | P78536;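 active means inhibition above the mean of compounds lying between control limits plus 3 SD, set per campaign, cut at about 8.5% in these data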;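 further: 0% = DMSO-only wells as the low control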
Target sequence (P78536 215-824 limits assumed): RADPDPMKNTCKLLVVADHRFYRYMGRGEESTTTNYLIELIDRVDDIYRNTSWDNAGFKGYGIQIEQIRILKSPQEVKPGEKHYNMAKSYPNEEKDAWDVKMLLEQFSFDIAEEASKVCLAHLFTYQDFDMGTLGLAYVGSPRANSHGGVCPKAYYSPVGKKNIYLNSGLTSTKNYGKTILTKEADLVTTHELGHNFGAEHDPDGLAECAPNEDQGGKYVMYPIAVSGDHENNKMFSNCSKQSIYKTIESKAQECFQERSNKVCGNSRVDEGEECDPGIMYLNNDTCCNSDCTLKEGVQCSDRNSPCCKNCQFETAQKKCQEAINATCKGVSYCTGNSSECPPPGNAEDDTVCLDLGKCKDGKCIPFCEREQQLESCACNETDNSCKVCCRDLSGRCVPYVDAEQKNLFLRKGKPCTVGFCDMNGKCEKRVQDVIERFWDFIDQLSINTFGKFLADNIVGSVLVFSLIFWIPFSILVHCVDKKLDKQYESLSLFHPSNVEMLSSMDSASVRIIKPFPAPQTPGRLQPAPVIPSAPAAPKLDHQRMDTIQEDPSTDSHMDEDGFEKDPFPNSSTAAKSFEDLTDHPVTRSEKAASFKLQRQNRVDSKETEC
PLCb3 inh: inhibitors of human phospholipase C beta3; Q01970; Purified PLC-beta3, fluorogenic substrate, fluorescence; inhibition, % at 12.2 µM; 370,000 compounds, 0.18% hits; AID 720704; in the data active means inhibition above about 11%;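 further: 0% = median of compound wells on plate and 100% = full blocker control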
proKLK7 act: activates the human kallikrein-7 zymogen. P49862. purified proKLK7, EDANS-DABCYL substrate fluorescence; 100% is mature enzyme control, 0% vehicle. activation, % at 7 µM. 370,000 compounds, 0.9% hits. AID 652039;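 active means activation above the mean of all tested compounds plus 3 SD, computed per campaign excluding outliers beyond control limits, cut at about 13% in these data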
DDE Tn7 FP inh: inhibitors of Tn7 peptide binding to human fibrin DD(E); FP displacement of FITC-Tn7 peptide from fibrin DD(E); 0% = median of compound wells per plate; 370,000 compounds, 0.13% hits; inhibition, % at 8.3 µM; P02675;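 active means inhibition above the mean of compounds falling within the control limits plus 3 SD of them, cut at about 14% in these data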;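 further: 0% = plate median of compound wells and 100% = 10 µM Aha-Tn7 peptide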
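assay system = human clot-derived fibrin DD(E) complex | quantity = Fibrin-DD(E) at 2 µM final | timing = 10 min preincubation, 3 h with tracer, room temperature | signal = fluorescence polarization | measure = percent inhibition | benchmarks = high control wells with 10 µM unlabelled Aha-Tn7 peptide (full inhibition) | replicates = singlicate testing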
* marks the source's active call; other numbers are inactive results; i = inactive; · = no result given.

Tn6 DDE FP	UHRF1 MBD2 ctr	ARFGAP1 inh	MBD2 DNA inh	ASAP1 GAP inh	PLC-gamma1 inh	ADAM17 inh	PLCb3 inh	proKLK7 act	DDE Tn7 FP inh	Compound
5.3	0.7	-0.3	2.0	-12.0	-333.8	i	-399.3	79.8*	11.7	O=C(NCC1CCCO1)c1coc2nc3ccccc3nc12 (configuration not stated)
-2.5	4.2	-1.0	7.9	15.2	-2.4	-1.9	-11.3	-0.6	8.4	O=C(COC(=O)c1ccc(S(=O)(=O)N2CCOCC2)cc1)Nc1ccccc1F
4.9	-1.6	-1.3	-4.9	-5.4	2.6	-0.6	3.4	0.6	-1.9	CCN(CC)S(=O)(=O)c1ccc(C(=O)OCC(=O)N2CCN(C(=O)c3ccco3)CC2)cc1
4.8	-5.1	-0.5	2.5	11.8	-1.2	2.5	-2.4	0.1	4.1	COc1cc(C(=O)NNC(=S)NC(=O)c2ccc(Cl)cc2)cc(OC)c1OC
-10.7	-2.1	·	-0.5	·	-1.6	1.7	-2.6	-0.1	-1.6	O=C(CN1CCCc2ccccc21)NCc1ccc(F)cc1
-0.8	-3.1	14.6	-5.7	2.5	-10.3	-5.6	-9.4	-0.7	-1.0	CCC(C)NC(=O)/C(=C/c1ccco1)c1ccccc1 (configuration not stated)
-0.7	1.5	7.0	-3.2	2.0	1.4	1.4	3.9	-0.4	-4.7	COc1ccccc1NC(=O)CN1CCN(CC(=O)Nc2cc(NC(C)=O)ccc2OC)CC1
-7.9	20.5	8.7	8.0	-0.5	-0.7	-2.1	-1.5	0.3	0.3	COc1ccc(N(CC(=O)Nc2c(C)n(C)n(-c3ccccc3)c2=O)S(=O)(=O)c2ccc(F)cc2)cc1
-1.7	1.1	4.0	-7.6	5.2	-5.5	8.7*	1.0	0.8	-1.9	COc1ccc(Cl)cc1NC(=S)NCc1ccccn1
-0.2	-1.5	-4.9	0.3	-8.4	3.8	-3.5	2.0	0.7	-1.7	CN(C(=O)CCNC(=O)N1CC(=O)Nc2ccccc21)C1CCCCC1
-0.5	-1.6	-2.4	2.2	-3.1	-2.4	-1.7	-4.3	0.5	-3.9	COc1ccc(Cc2nc(-c3ccncc3)no2)cc1
5.8	3.3	1.7	-1.7	-0.6	7.3	1.2	5.0	-0.1	-7.3	COc1ccc(NC(=O)CCC(=O)OC(C(=O)c2ccccc2)c2ccccc2)cc1 (configuration not stated)
2.5	-0.9	12.5	3.2	8.1	-3.8	2.4	-17.3	0.4	-5.2	COc1ccccc1CCNC(=O)c1cc(COc2cccc(C(F)(F)F)c2)on1
7.3	2.8	-7.7	4.7	1.9	-2.9	-2.7	-1.6	0.8	0.6	O=C(NC1CCCCC1)C12CC3CC(CC(Cl)(C3)C1)C2
-3.3	-1.1	-10.8	-1.9	-3.7	0.2	-1.8	-1.6	0.1	7.9	COc1ccc(CN2C[C@H](COCc3ccccc3)Oc3cccc(Oc4ccc(C(C)C)cc4)c3S2(=O)=O)cc1

Shown field by field: entries from further up
O=C(CN1CCCc2ccccc21)NCc1ccc(F)cc1
- Tn6 DDE FP: -10.7
- UHRF1 MBD2 ctr: -2.1
- ARFGAP1 inh: ·
- MBD2 DNA inh: -0.5
- ASAP1 GAP inh: ·
- PLC-gamma1 inh: -1.6
- ADAM17 inh: 1.7
- PLCb3 inh: -2.6
- proKLK7 act: -0.1
- DDE Tn7 FP inh: -1.6
CCC(C)NC(=O)/C(=C/c1ccco1)c1ccccc1 (configuration not stated)
- Tn6 DDE FP: -0.8
- UHRF1 MBD2 ctr: -3.1
- ARFGAP1 inh: 14.6
- MBD2 DNA inh: -5.7
- ASAP1 GAP inh: 2.5
- PLC-gamma1 inh: -10.3
- ADAM17 inh: -5.6
- PLCb3 inh: -9.4
- proKLK7 act: -0.7
- DDE Tn7 FP inh: -1.0
COc1ccccc1NC(=O)CN1CCN(CC(=O)Nc2cc(NC(C)=O)ccc2OC)CC1
- Tn6 DDE FP: -0.7
- UHRF1 MBD2 ctr: 1.5
- ARFGAP1 inh: 7.0
- MBD2 DNA inh: -3.2
- ASAP1 GAP inh: 2.0
- PLC-gamma1 inh: 1.4
- ADAM17 inh: 1.4
- PLCb3 inh: 3.9
- proKLK7 act: -0.4
- DDE Tn7 FP inh: -4.7

Next section.
Tn6 DDE FP	UHRF1 MBD2 ctr	ARFGAP1 inh	MBD2 DNA inh	ASAP1 GAP inh	PLC-gamma1 inh	ADAM17 inh	PLCb3 inh	proKLK7 act	DDE Tn7 FP inh	Compound
1.8	1.7	8.7	-3.0	3.2	-1.2	-4.3	1.9	0.0	0.6	CC(=O)Nc1ccc(NC(=O)c2ccccc2Sc2ccc([N+](=O)[O-])cc2Cl)cc1
-1.8	0.1	-15.9	-4.0	-5.6	-1.2	0.4	-0.8	0.6	5.0	CCc1cccc(NC(=O)CS(=O)Cc2nc(-c3ccc(C)cc3)oc2C)c1 (configuration not stated)
2.5	1.8	5.9	3.5	-0.1	1.1	1.9	-3.9	-0.1	-5.8	COc1ccccc1N(C(=O)c1csnn1)C(C(=O)NC1CCCC1)c1ccccc1 (configuration not stated)
5.6	0.1	-10.8	-6.2	-8.6	3.3	2.5	-2.4	0.0	4.8	CNC(=S)N/N=C/c1c(C)nn(-c2ccc(F)cc2)c1Cl
0.9	-0.7	4.7	4.9	3.9	1.5	0.7	1.2	-0.4	3.0	Cc1ccc(CCNC(=O)CCc2nc3ccccc3[nH]2)cc1
1.4	2.6	2.0	-0.1	-7.2	4.7	3.2	-4.1	-0.9	5.1	CC(C)c1ccc(NC2CCCN(C(=O)c3ccoc3)C2)cc1 (configuration not stated)
12.7	-1.5	-1.7	2.9	-19.0	-3.5	-0.7	-1.6	-0.2	9.2	CCCCc1c(-c2ccccc2OC)ncn1Cc1cccc(OC)c1
6.5	4.7	7.7	3.7	-1.6	1.0	-5.0	0.6	0.7	-3.6	CCn1c(COc2cccc(C)c2)nnc1SCC(=O)Nc1cccc(C(=O)O)c1
-0.3	-0.2	11.5	1.7	8.7	3.2	-0.3	0.5	0.3	-4.8	COc1ccc(S(=O)(=O)N2CCN(C(=O)c3cccc(S(=O)(=O)N4CCCC4)c3)CC2)cc1
3.8	1.1	-7.8	1.0	0.0	-1.8	0.8	-5.3	-1.8	-0.2	O=C1NC(Cc2ccccc2)c2nc3cc(F)ccc3c(=O)n2-c2cc3ccccc3cc21 (configuration not stated)
2.0	-8.6	5.0	-1.9	11.1	-28.7	-14.2	-40.3	1.9	6.4	Cc1ccnc(N=O)c1
2.7	-3.2	-0.5	1.0	-1.5	-39.1	-26.9	-48.1	4.4	4.2	CCN1CCN(C(=O)/C=C/c2ccc3c(c2)OCO3)CC1
4.6	0.5	-0.1	-4.7	-11.8	-2.6	-7.1	-4.0	0.1	-5.0	CC(=O)c1ccc(S(=O)(=O)N2CCN(C(=O)c3ccc(-n4cncn4)c([N+](=O)[O-])c3)CC2)cc1
6.1	-0.7	8.7	2.3	5.4	4.3	-2.4	-3.8	0.7	-2.6	O=C(COC(=O)C1CCC1)Nc1cccc(Cl)c1
3.9	-1.5	-3.6	0.4	-6.5	-4.7	-5.4	-2.8	-0.4	8.1	Cc1ccc(CNC(=O)CCCOc2cc(=O)n(C)c3ccccc23)o1

Carrying on:
Tn6 DDE FP	UHRF1 MBD2 ctr	ARFGAP1 inh	MBD2 DNA inh	ASAP1 GAP inh	PLC-gamma1 inh	ADAM17 inh	PLCb3 inh	proKLK7 act	DDE Tn7 FP inh	Compound
4.5	0.4	-3.5	1.5	-10.1	-26.1	-5.6	-32.2	0.3	4.0	COc1cccc(C=NNc2nc3ccccc3s2)c1OC
-4.6	4.3	15.4	1.1	3.5	0.2	-4.9	-1.6	0.2	-3.6	Cc1ccc(CN2CCc3[nH]c(=S)[nH]c(=O)c3C2)cc1
6.4	-1.0	-10.6	-2.1	-2.7	2.4	-2.6	3.4	0.3	-6.4	CC(C)Sc1nc2c(c(=O)n1-c1ccc(F)cc1)SCC2
-4.5	2.1	1.0	-4.0	1.2	-5.3	7.3	-4.4	0.2	-1.7	CCCSc1ccc([C@@H]2[C@H]3C(=O)N(CC)C(=O)[C@H]3[C@]3(C(=O)OC)CCCCN23)cc1OC
-8.5	-0.4	-3.0	-2.6	-4.9	1.1	-3.8	-4.5	-0.6	4.7	Cc1ccc(Cl)cc1NC(=O)Nn1cnnc1
7.0	0.5	-5.8	1.6	-11.6	1.5	0.2	-2.0	0.2	-1.5	COc1ccc(NC(=O)c2ccc(OCC3CCCO3)cc2)cc1OC (configuration not stated)
8.7	-0.5	10.7	-2.0	7.9	0.6	-3.2	0.0	1.0	-1.5	O=S(=O)(Nc1ccccc1Cl)c1ccc(F)cc1
-3.6	-2.5	2.1	-1.5	3.6	-7.2	-7.2	-8.6	-0.3	-8.8	COc1ccc(CCN2CN(S(=O)(=O)c3ccc(OC)cc3)c3nc4ccccc4nc32)cc1
-0.1	-0.3	2.7	-1.4	4.5	1.3	-3.1	-6.2	0.0	-0.6	Cc1c(NC(=O)Nc2cc(Cl)ccc2Cl)c(=O)n(-c2ccccc2)n1C
-0.9	7.4	2.0	8.1	-9.6	1.2	-7.8	-9.4	-0.5	-0.5	Cc1ccc(NC(=O)COC(=O)C2COc3ccccc3O2)cc1 (configuration not stated)
0.3	4.2	-1.7	-0.9	2.4	3.7	4.2	6.5	-1.0	-9.2	CCOC(=O)N1CCN(S(=O)(=O)c2ccc(F)c(C(=O)Nc3cccc(Cl)c3C)c2)CC1
-4.1	-7.8	5.0	2.6	3.6	-110.7	-31.0	-157.5	-10.8	-3.4	O=C(O)c1ccc(-n2c(O)c(C=C3N=c4ccccc4=N3)sc2=S)cc1
2.0	-1.1	-3.6	0.8	-4.3	-3.7	-1.6	-5.1	-0.2	-2.8	CC1(C)N=C(c2ccccn2)C(C)(C)N1O
1.4	2.3	14.5	1.2	-0.7	-1.8	-0.2	2.4	0.3	6.5	CCOC(=O)c1c(C)[nH]c(C)c1C(=O)COC(=O)c1ccc(Cl)c(S(=O)(=O)NCc2ccccc2)c1
3.2	-0.8	-10.8	0.3	-5.9	-0.1	0.7	0.2	0.4	-0.8	CCn1c(CCn2c3ccccc3c3ccccc32)n[nH]c1=S
-4.3	0.6	·	2.3	·	1.0	0.1	-0.7	0.6	-6.4	COc1ccc(S[C@]2(C(=O)N3CCN(c4ncccn4)CC3)CC(=O)N(c3ccc4ccccc4c3)[C@@H]2c2ccc(OC)cc2)cc1
-3.6	-2.8	12.0	0.4	12.0	-15.3	3.1	-24.4	0.2	-6.1	O=S(=O)(c1ccc(F)cc1)c1nc(-c2ccco2)oc1Nc1ccccc1

High-throughput results (PubChem)
